Compound activity from PubChem BioAssay.
Glioma ERSR ind – qHTS for Inducers of the Endoplasmic Reticulum Stress Response (ERSR) in Human Glioma: qHTS; U87-MG GRP78 promoter luciferase reporter, 16 h; Potency, µM, for inactives: at the top dose activation, actives largely listed as activators; hit rate 0.02% among 420,000; AID 602332, 2012; note: potency is the fitted concentration of half-maximal effect; series mostly up to about 76 µM; % of control where 0% means no effect; nearly all actives have a fitted effect of over 35% in size
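Stably transfected U87-MG glioma cells carrying a GRP78-based luciferase sensor; 16 h compound incubation. Luminescence end-point read 10 min after Bright-Glo addition at room temperature.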
LDHA inh – qHTS assay for inhibitors of human lactate dehydrogenase; hit rate 0.15% among 480,000; activity change, % (values are at about 110 or 230 µM); purified LDHA, NADH/diaphorase-resazurin fluorescence; stronger effect = lower value; in the data active = activity change below about -30%; inconclusive = mostly about -25% to -30%;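 note: plate controls were DMSO wells for no effect and wells without enzyme for full effect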
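LDH5 2 nM; NADH 0.06 mM, pyruvate 0.2 mM; 200 mM Tris pH 7.4, EDTA, Tween-20; 5 min RT. Detection: diaphorase 0.133 mg/mL + resazurin 37 µM, fluorescence ex540/em590 at 0 and 20 min; normalized to enzyme-free and DMSO wells.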
D2 agonist – HTS Assay for Allosteric Agonists of the Human D2 Dopamine Receptor: Primary Screen for Agonists. D(2) dopamine receptor (Homo sapiens), P14416. HEK293 T-REx D2 cells, calcium flux agonist mode. activation, % at 2 µM. hit rate 0.53% among 340,000. AID 485358, 2010;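 active = activation over 3 SD above normal in the single-dose calcium agonist read, cut at about 30% in these data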; note: 0% is about no effect
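Agonism scored from kinetic calcium signal (1 read/sec, 180 s) following compound pin transfer, after a 10 s baseline. Cells: HEK293 Trex line expressing inducible D2 receptor coupled to calcium, dye-loaded after overnight culture at 30 C.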
Vif-APOBEC3G blk – qHTS for Inhibitors of Vif-A3G Interactions: qHTS; DNA dC->dU-editing enzyme APOBEC-3G (Homo sapiens), Q9HC16; HeLa A3G-eYFP + Vif (tagged APOBEC3G with the HIV-1 protein that degrades it), YFP fluorescence, overnight; Potency, µM (doses to about 46.1 µM), without a hit: at the top dose activity, negative = active, actives largely listed as inhibitors; hit rate 0.076% among 410,000; AID 602310, 2012;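 note: potency is the fitted concentration of half-maximal effect; % is set by controls: 0 for no effect and ±100 for the full control effect; nearly all actives have a fitted effect of over 60% in size; hits raise eYFP signal because A3G escapes Vif-driven loss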
Target sequence (Q9HC16 whole entry, looked up): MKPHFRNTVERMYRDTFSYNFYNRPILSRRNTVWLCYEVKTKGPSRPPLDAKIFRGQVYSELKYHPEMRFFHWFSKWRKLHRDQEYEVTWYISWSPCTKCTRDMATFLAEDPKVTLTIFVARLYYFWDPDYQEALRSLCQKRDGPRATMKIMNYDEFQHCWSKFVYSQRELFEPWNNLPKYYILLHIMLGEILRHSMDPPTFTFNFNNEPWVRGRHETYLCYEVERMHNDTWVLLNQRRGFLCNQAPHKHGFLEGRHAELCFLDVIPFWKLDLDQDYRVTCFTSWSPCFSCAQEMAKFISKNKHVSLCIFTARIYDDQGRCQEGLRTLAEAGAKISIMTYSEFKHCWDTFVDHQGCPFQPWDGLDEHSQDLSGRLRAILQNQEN
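Read-out is eYFP fluorescence (Ex 488/Em 500-530) from Vif-expressing HeLa A3G-eYFP cells; more signal means A3G escaped Vif-mediated degradation. Cells plated overnight, compound pinned in, incubated overnight at 37 deg C.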
ERG Ets-DNA blk – qHTS for Small Molecule Inhibitors of the ERG Ets/DNA interaction | fluorescence polarization, His-ERG Ets domain / labelled DNA | Potency, µM (top dose mostly 76.9 µM), for inactives: at the top dose FP activity, negative = inhibition, most hits filed as inhibitors | hit rate 0.028% among 370,000; active = well fitted inhibition curve with a large enough effect in the polarisation, with a control signal flat; inconclusive = small, poorly fitted or top-dose-only effect, or effect the other way, or a change in a side signal; inactive = no such curve, though single readings can be large or run the other way; the % refers to the polarisation;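 note: polarization taken with two DNA probes labelled with fluorescein and Texas red; potency is the fitted concentration of half-maximal effect; % of control where 0% means no effect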
Target sequence (P11308 whole entry, looked up, the tested form may be a part): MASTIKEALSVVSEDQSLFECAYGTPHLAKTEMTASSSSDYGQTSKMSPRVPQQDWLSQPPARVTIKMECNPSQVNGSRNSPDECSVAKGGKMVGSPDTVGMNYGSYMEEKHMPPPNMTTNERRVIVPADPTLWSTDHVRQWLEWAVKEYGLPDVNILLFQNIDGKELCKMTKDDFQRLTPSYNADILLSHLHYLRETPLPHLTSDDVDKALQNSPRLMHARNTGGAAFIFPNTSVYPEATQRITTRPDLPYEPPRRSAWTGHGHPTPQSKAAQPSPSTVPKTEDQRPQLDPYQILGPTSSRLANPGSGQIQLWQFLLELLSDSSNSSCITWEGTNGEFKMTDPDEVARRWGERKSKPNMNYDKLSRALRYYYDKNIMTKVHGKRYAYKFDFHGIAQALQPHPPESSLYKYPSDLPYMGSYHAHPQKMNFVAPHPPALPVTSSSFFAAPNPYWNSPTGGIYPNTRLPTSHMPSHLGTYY
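His-tagged ERG Ets domain (1 uM in the protein solution; 300mM KCl, 50mM Tris-HCl, 1mM EDTA, 1mM DTT, pH 7.5) received compound, then a probe mix of 5 nM fluorescein-DNA and 100nM Texas-615-DNA. Fluorescence polarization was read for both dyes.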
D2 antag – HTS Assay for Allosteric Antagonists of the Human D2 Dopamine Receptor: Primary Screen for Antagonists | D(2) dopamine receptor (Homo sapiens), P14416 | HEK293 TREx D2 cells, calcium flux, dopamine EC80 | inhibition, % at 10 µM | hit rate 2% among 340,000 | AID 485344, 2010; in the data active = inhibition above about 30%; note: 0% is about no effect
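In this primary screen, negative modulation is detected by tracking calcium flux after an EC80 dopamine challenge in inducible HEK293 T-REx D2 cells preexposed to test compound for 180 s.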
Vif-A3F inh – qHTS for Inhibitors of Vif-A3F Interactions: qHTS; HeLa A3F-eYFP + Vif (tagged APOBEC3F with the HIV-1 protein that degrades it), YFP fluorescence increase; Potency, µM (titrated, usually from 46.1 µM), without a hit: at the top dose activity, negative = active; hit rate 0.2% among 390,000; AID 602313, 2012; note: potency is the fitted concentration of half-maximal effect; % of control where 0% means no effect; nearly all actives have a fitted effect of over 65% in size
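Fluorescence increase (Ex 488/Em 500-530) after overnight compound treatment at 37 deg C flags inhibition of Vif-driven A3F-eYFP loss in stable HeLa A3F-eYFP/Vif cells seeded overnight beforehand.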
ALOX12 inh – Primary qHTS assay for inhibitors of human arachidonate 12S-lipoxygenase (ALOX12): Round 2 | Potency, µM (doses to about 108 µM), inactives show at the highest dose activity change, negative = inhibition, most hits filed as inhibitors | hit rate 1.1% among 580,000 | Polyunsaturated fatty acid lipoxygenase ALOX12 (Homo sapiens), P18054 | purified 12hLO, xylenol orange hydroperoxide absorbance; note: potency is the fitted concentration of half-maximal effect; % is set by controls: 0 for no effect and ±100 for the full control effect
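Purified human 12hLO at 150 nM in 25 mM Hepes, 0.01% Triton X-100, pH 7.0, preincubated 15 min at room temperature with compound. Reaction started with 40 uM arachidonic acid, 30 min at room temperature. Hydroperoxide measured by Fe-xylenol orange, 573/405 nm absorbance ratio.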
RGS4 inh – Inhibitors of Regulator of G Protein Signaling (RGS) 4: qHTS; Regulator of G-protein signaling 4 (Homo sapiens), P49798; Transcreener GDP fluorescence polarization, RGS4-accelerated GTP hydrolysis; Potency, µM (titrated, usually from 114 µM), without a hit: top-dose activity change, negative = inhibition, usual class: inhibitors; hit rate 0.039% among 390,000; AID 504845, 2011; note: potency is the fitted concentration of half-maximal effect; % is set by controls: 0 for no effect and ±100 for the full control effect; nearly all actives have a fitted effect of over 75% in size; some results filed as inactive show a strong effect at the top dose
Target sequence (P49798 whole entry, looked up): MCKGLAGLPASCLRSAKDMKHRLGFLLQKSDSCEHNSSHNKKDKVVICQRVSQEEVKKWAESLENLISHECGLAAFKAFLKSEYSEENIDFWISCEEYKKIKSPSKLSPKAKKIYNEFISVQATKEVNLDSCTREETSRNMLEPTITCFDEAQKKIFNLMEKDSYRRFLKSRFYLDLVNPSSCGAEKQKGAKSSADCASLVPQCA
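MLSMR compounds (23 nl, pin-transferred) preincubated 10 min at room temperature with a 500nM (2x) first reagent, then RGS4 at 900nM (2x) plus Transcreener GDP mix added; fluorescence polarization (620/688 nm) read before and after 90 min at 30 °C.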
The depositor's hits bear a star; ? = inconclusive; · = no result given; & = joins results of further samples; [ ] = dose if it differs, or a comment. Unless noted, calls come from the whole dose curve; as a rule, active = well fitted curve in the direction sought with a large enough effect; inconclusive = small, poorly fitted or top-dose-only effect, or another doubt; inactive = no such curve, though single readings can be large; an effect the other way counts as inactive or inconclusive. Some of the compounds tested (hit frequency here may not be typical).

SMILES	Glioma ERSR ind	LDHA inh	D2 agonist	Vif-APOBEC3G blk	ERG Ets-DNA blk	D2 antag	Vif-A3F inh	ALOX12 inh	RGS4 inh
CCCC(C)NC(=O)COc1ccc(S(=O)(=O)N2CCCC2)cc1 (configuration not stated)	-2%	4	0.3	5%	5%	3	6%	-8%	-2%
O=C(CCn1ccc2ccccc21)Nc1ccc(N2CCOCC2)cc1	-4%	10	-0.8	1%	3%	1	3%	2%	23%[56.9 µM]
COc1ccc(C2C(C(=O)N3CCN(c4ccccc4)CC3)c3ccccc3C(=O)N2C)cc1OC (configuration not stated)	-6%	-5	0.4	-2%	-4%	-23	0%	0%	-10%
O=C(CCO)c1ccc(O)cc1	0%	-1	0.4	1%	5%	2	-3%	?	3%
CC(C)Oc1ccc(C(=O)Nc2ccc(N(C)C)cc2)cc1	-1%	5	2.1	1%	-7%	0	0%	-23%	-52%
O=C(C[n+]1cccc2ccccc21)c1ccc(Cl)cc1	6%	-2	1.2	-16%	-1%	18	-4%	-7%	19%
CCn1c(SCC(=O)c2ccc(O)c(O)c2)nnc1-c1ccccc1OC	?	10	·	-7%	7%	·	1%	?	-14%
Cc1cc(C)n2nc(C(=O)N3CCN(c4ccc([N+](=O)[O-])cc4)CC3)nc2n1	-2%	3	1.8	-1%	18%	4	1%	2%	-3%
CCC(=O)c1c(NC(C)C)cc(C)oc1=O	-4%	-7	-0.9	0%	-2%	-3	-16%	-2%	34%
CC(=O)c1ccc(N/C=C/C(=O)c2ccc(Br)cc2)cc1	8%	-2	0.1	1%	2%	-14	-12%	0%	12%
O=C(CSCc1c(F)cccc1Cl)NNC(=S)NC1CCCCC1	-3%	3	0.6	2%	14%	1	-8%	0%	-44%
COc1ccccc1CN1[C@@H](CC(=O)O)c2ccccc2S1(=O)=O	-3%&-4%	-1	·	3%&-1%	-3%	·	2%	3%	3%
COc1ccc(C(CCN(Cc2ccc(OC)c(OC)c2)C(=O)CCl)c2ccccc2)cc1 (configuration not stated)	-15%	7	·	-24%	11%	·	-9%	?	-33%
CCn1cc(CN2CCC(n3nccc3NC(=O)Cc3ccccc3)CC2)cn1	0%	-2	1.2	-1%	-3%	-11	6%	0%	13%
CC(C)(C)C1c2[nH]c3ccccc3c2CCN1Cc1cccc(OCCO)c1 (configuration not stated)	0%	1	0.0	-6%	0%	-5	-5%	-13%	3%
NC(=O)c1oc2ccccc2c1NC(=O)CS(=O)(=O)c1ccccc1	-1%	-6	-0.1	2%	-5%	3	-5%	4%	32%[11.4 µM]
CCn1cc(S(=O)(=O)c2cccc(Cl)c2)c(=O)c2cc(F)c(N3CCC(C)CC3)cc21	-3%	-17	0.4	2%	0%	·	1%	4%	-29%
CCN(CC)c1nc2c(c(=O)[nH]c(=O)n2C)n1CCOc1ccccc1	-1%	-4	-0.1	-3%	-5%	-14	-2%	1%	13%
O=C(CC1C(=O)NCCN1CC1CCCCC1)NC1(c2ccccc2)CC1 (configuration not stated)	-3%	-2	0.7	-6%	-6%	13	-1%	1%	-5%
COC(=O)c1nc(N)sc1-c1ccc(Cl)cc1	1%	-3	-0.1	-2%	3%	-8	-3%	-1%	-22%
COC(=O)c1ccc(N2CCc3ccccc32)c([N+](=O)[O-])c1	0%	-5	2.0	1%	1%	-2	0%	17%	13%
Cc1ccc(-c2nc(NCC3CCCO3)sc2C)cc1 (configuration not stated)	3%	0	1.2	-1%	-3%	-15	2%	?	-48%
COc1ccccc1CNc1n[nH]c(NCc2ccccc2OC)n1	-3%	-2	1.0	-7%	4%	-10	-12%	-3%	-1%
CCN(CC)CCCN1C(=O)C(=O)/C(=C(/O)c2ccc(Cl)cc2)C1c1ccccn1 (configuration not stated)	-1%	-7	0.5	2%	0%	4	1%	0%	-3%
O=C(NC1CC1)c1scc2c1OCCO2	-8%	-3	-0.7	1%	0%	0	10%	2%	-12%
O=S(=O)(c1ccc(Br)c2nsnc12)N1CCOCC1	2%	2	0.4	-1%	2%	-16	2%	-25%	21%
Cc1cccc(C)c1OCC(=O)OC/C(O)=C(\C#N)c1nc2ccccc2[nH]1	-1%	1	1.2	-5%	15%	12	-32%	-4%	2%
CCc1ccc(N2CC(C(=O)OCC(=O)NC3CC3)CC2=O)cc1 (configuration not stated)	-4%	-2	·	4%	-10%	·	2%	-5%	-14%
CC(C)(C)OC(=O)NCCCCCNC(=O)c1[nH]cnc1C(=O)N[C@@H](Cc1ccccc1)C(=O)OCc1ccccc1	-7%	5	1.1	-4%	-7%	-13	-6%	-5%	5%
COc1ccc(Nc2nc(NCC3CCCO3)nc(N)c2[N+](=O)[O-])cc1 (configuration not stated)	-3%	-8	0.6	-9%	21%	16	2%	100%[activator]	19%
Cc1ccc(-n2[nH]c(C)c(C=Nc3ccc(S(=O)(=O)Nc4nccs4)cc3)c2=O)cc1C	1%	-6	0.1	1%	-3%	2	-11%	25%	-16%
Cc1onc(-c2ccccc2)c1C(=O)n1nnc2ccccc21	0%	-6	-2.2	-2%	-3%	0	3%	0%	5%[11.4 µM]
O=C(NC(=S)NCc1ccc(F)cc1)c1ccccc1	2%	-2	2.3	0%	·	-6	1%	16µM*	-25%
CCOc1ccc(CNC(=O)C2CCN(S(=O)(=O)c3cn(C)cn3)CC2)cc1	-2%	-2	0.6	2%	2%	·	-8%	-19%	21%
CCCCn1c(-c2cccnc2)n[nH]c1=S	1%	-5	·	-1%	-3%	·	-9%	-18%	-30%
Cn1nnc(NC(=S)NC(=O)c2cccc3c(Br)cccc23)n1	-6%	-2	0.5	-3%	3%	-5	-1%	?	-36%
C[C@H]1[C@H](c2ccccc2)C[C@@H](C(=O)O)C1(C)C	-3%	-3	-0.4	-1%	4%	2	5%	-2%	-21%
CCc1cc2c(=O)c(-c3nc4ccccc4n3C)c(C)oc2cc1OC(C)=O	0%	-8	0.4	-3%	7%	-10	0%	0%	14%
CCOC(=O)C(C)Sc1nnc(CNC(=O)c2ccc(OC)cc2)n1C1CCCCC1 (configuration not stated)	5%	-7	0.6	-5%	-10%	-5	-3%	-16%	-6%
C[C@@H]1CN([C@@H](C)CO)S(=O)(=O)c2ccc(Br)cc2O[C@@H]1CN(C)C(=O)NC1CCCCC1	-7%	-7	·	0%	·	·	-10%	-1%	·
CCOc1ccc(N=C2SCCCN2C(=O)c2c(CC)noc2C)cc1	-2%	0	-0.4	0%	9%	-4	1%	0%	-15%
O=C(COC(=O)c1ccc(Br)o1)NCC(=O)Nc1ccc(F)cc1	0%	0	-1.0	0%	-4%	-39	0%	-25%	-13%
CCOc1ccc(Cn2nnc(-c3ccc(S(C)(=O)=O)cc3)n2)cc1OCC	-1%	-7	0.8	-1%	6%	3	1%	0%	-3%
CCOC(=O)C1(C(F)(F)F)N=C(C(F)(F)F)Nc2ccc(F)cc21 (configuration not stated)	-2%	2	0.2	0%	-12%	10	1%	-10%	-13%
Cc1ccc2[nH]c(C(F)(F)F)cc(=O)c2c1	-1%	-3	-0.1	-9%	-4%	-10	10%	14%	-21%
COc1ccc(NC(=O)N2CCCc3ccccc32)cc1OC	-1%	2	0.4	-3%	8%	0	9%	9%	-11%
O=C(NCCN1CCOCC1)c1ccc(CS(=O)(=O)c2c(Cl)cccc2Cl)o1	-6%	2	-1.1	1%	11%	4	0%	-3%	-33%
Cc1ccc(-n2nc(C)c3c(C)cc(=O)n(CC(=O)NCc4ccc(OC(C)C)cc4)c32)cc1	-3%	-1	-0.1	-1%	-2%	·	1%	-26%	5%
CCCCNC(=S)N/N=C/c1ccccc1F	3%	-3	-1.3	-1%	-19%	-11	?	?	16%
CCCN(CCC)c1nc(N)nc(C#N)n1	-2%	0	·	-3%	·	·	·	·	-12%

Following part.
SMILES	Glioma ERSR ind	LDHA inh	D2 agonist	Vif-APOBEC3G blk	ERG Ets-DNA blk	D2 antag	Vif-A3F inh	ALOX12 inh	RGS4 inh
O=S(=O)(c1ccc2c(c1)nc(COc1ccc(Cl)cc1)n2CC1CCCO1)N1CCOCC1 (configuration not stated)	-3%	-7	0.9	2%	1%	15	1%	2%	0%
CC(=O)CCc1ccccc1	3%	-9	0.4	-3%	3%	-1	2%	-6%	0%
COc1ccc(F)cc1-c1cc(NC=O)c2ncc(-c3cccc(C(=O)N(C)C)c3)n2c1	-4%	-3	·	?	·	·	·	-25%	·
O=c1c2ccccc2nc2n1C(CSCc1ccc(Cl)cc1)CS2 (configuration not stated)	-5%	-7	·	1%	1%	·	0%	0%	-20%
